p53 reactivation = restores transcriptional activity of mutant p53. H1299 p53-A138V BP100-luciferase reporter, luminescence, 24 h. Potency, µM (doses to about 92.2 µM), for inactives: at the top dose activity change, positive = activation, usual class: activators. 320,000 tested, 0.063% active. AID 504706; note: potency is the fitted concentration of half-maximal effect; % of control where 0% means no effect; nearly all actives have a fitted effect of over 45% in size
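p53-null H1299 cells stably carrying temperature-sensitive p53-A138V and a BP100-luciferase reporter were pinned with compounds (4-point, 1:5 series) and held 24 hrs at 37 deg C. Luminescence was read 10 min after detection reagent.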
ELG1 genotoxic = genotoxicity induction in ELG1-luciferase HEK293T cells; AID 504466; HEK293T ELG1-luciferase reporter, luminescence, 16 h; Potency, µM (titrated, usually from 46 µM), for the others: at the highest dose activity change, positive = activation, most hits filed as activators; 330,000 tested, 1.3% active; note: potency is the fitted concentration of half-maximal effect; % of control where 0% means no effect; nearly all actives have a fitted effect of over 60% in size
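Step 1: seed 2,000 HEK293T ELG1-luciferase cells per well. Step 2: add compound or DMSO, incubate 16 hr at 37 °C. Step 3: ONE-Glo, 30 min at room temperature, read luminescence.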
Gal4-VP16 FLuc = Gal4-VP16 reporter inhibition counter-screen | Drosophila S2 Gal4-VP16 UAS-luciferase, luminescence, 20 h | Potency, µM (titrated, usually from 53.6 µM), for the others: at the highest dose activity, negative = inhibition, actives largely listed as inhibitors | 310,000 tested, 3.5% active;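 note: Gal4-VP16 expression switched on by copper sulfate through the metallothionein promoter; potency is the fitted concentration of half-maximal effect; % is set by controls: 0 for no effect and ±100 for the full control effect; nearly all actives have a fitted effect of over 50% in size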
BRCA1 expr up = activators of BRCA1 expression; Potency, µM (titrated, usually from 46.1 µM), inactives show at the top dose activation, most hits filed as activators; MCF7-BRCA1-FFLuc reporter, luminescence, 48 h; response scale: scaled: vehicle 0%, 10 µM genistein 100%; 380,000 tested, 1.1% active; note: potency is the fitted concentration of half-maximal effect; nearly all actives have a fitted effect of over 80% in size; some results filed as inactive show a strong effect at the top dose
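Compounds are tested at multiple concentrations on MCF7 BRCA1-luciferase reporter cells seeded at 2000 per well; after 48 h, a single luminescence end-point is taken and curves fitted to the normalized data.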
RORgamma inh = inhibitors of mouse ROR gamma transcriptional activity; Potency, µM (doses to about 53.6 µM), inactives show top-dose activity change, negative = inhibition, usual class: inhibitors; P51450; 310,000 tested, 5.4% active; Drosophila S2 Gal4-RORgamma UAS-luciferase reporter, 20 h; note: potency is the fitted concentration of half-maximal effect; % is set by controls: 0 for no effect and ±100 for the full control effect; nearly all actives have a fitted effect of over 60% in size
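Drosophila S2 cells stably expressing Gal4-DBD/mouse RORγ fusion under metallothionein promoter plus UAS-luciferase; compound 1 h, then 700 uM CuSO4 induction for 20 h at ambient temperature; inhibition read as reduced luminescence.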
ELG1 DNA repair = ELG1-dependent DNA repair inhibition; HEK293T ELG1-luciferase reporter, luminescence, 16 h; DNA damage induced by 5-fluorouridine; Potency, µM (series often up to 46.1 µM), for the others: at the highest dose activity change, negative = inhibition, actives largely listed as inhibitors; 330,000 tested, 2.3% active; AID 504467; note: potency is the fitted concentration of half-maximal effect; % is set by controls: 0 for no effect and ±100 for the full control effect; nearly all actives have a fitted effect of over 55% in size
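Quantitative HTS, concentration-response format. 2,000 cells/well co-treated with 5-fluorouridine and compound, 16 hr in 5% CO2 at 37 °C; ONE-Glo luminescence read after 30 min.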
NPC1 promoter act = activators of NPC1 promoter; Huh7 NPC1 promoter luciferase reporter, 24 h; Potency, µM (top dose mostly 9.22 µM), without a hit: at the top dose activation, actives largely listed as activators; 320,000 tested, 2.4% active; AID 485313;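 note: potency is the fitted concentration of half-maximal effect; % of control where 0% means no effect; nearly all actives have a fitted effect of over 60% in size; reporter is driven by a mutant NPC1 promoter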
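NPC1 promoter–luciferase Huh7 cells; 24 h compound; luminescence.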
TRPV1 agonist = agonists of human vanilloid receptor 1 (TRPV1) | 320,000 tested, 0.19% active | Q8NER1 | TRPV1-expressing cells, Fluo-8 calcium influx, agonist mode | activation, % at 8.33 µM | AID 540275; in the data active = activation above about 80%; inconclusive = between about 30% and that limit; note: 0% is about no effect
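TRPV1-expressing cells were cultured overnight at 35.5C and loaded with Fluo-8 calcium dye for 40 to 90 min at room temperature. After a 10 s baseline, compound was added and calcium influx was read kinetically for 3 min (ex 480/em 520 nm).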
Tb PFK inh = blocks T. brucei phosphofructokinase. 330,000 tested, 0.17% active. O15648. T. brucei PFK, ADP-Glo luminescence. Potency, µM (titrated, usually from 57.5 µM), for the others: top-dose activity, negative = inhibition, actives largely listed as inhibitors;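 note: potency is the fitted concentration of half-maximal effect; 0% = uninhibited 1x PFK enzyme wells and -100% = no-enzyme wells; nearly all actives have a fitted effect of over 60% in size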
Target sequence (O15648 whole entry, looked up): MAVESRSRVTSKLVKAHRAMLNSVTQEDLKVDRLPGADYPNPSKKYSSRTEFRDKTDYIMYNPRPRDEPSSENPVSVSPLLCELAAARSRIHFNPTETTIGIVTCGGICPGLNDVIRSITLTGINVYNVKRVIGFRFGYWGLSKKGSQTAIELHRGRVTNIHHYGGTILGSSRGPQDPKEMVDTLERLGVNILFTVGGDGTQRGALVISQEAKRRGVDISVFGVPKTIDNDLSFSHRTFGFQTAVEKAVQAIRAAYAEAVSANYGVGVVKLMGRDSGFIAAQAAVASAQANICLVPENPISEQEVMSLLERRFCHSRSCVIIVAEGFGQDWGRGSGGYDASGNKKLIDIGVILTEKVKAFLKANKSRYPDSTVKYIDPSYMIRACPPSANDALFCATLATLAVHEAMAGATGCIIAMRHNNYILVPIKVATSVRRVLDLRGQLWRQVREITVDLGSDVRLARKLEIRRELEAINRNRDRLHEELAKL
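Luminescent ADP detection (ADP-Glo, two-step: ATP depletion then ADP-to-ATP conversion for luciferase) reported PFK activity after 45 min room-temperature reaction of 1.25 nM enzyme with 0.5 mM F6P and 0.1 mM ATP at pH 8.0.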
FLuc modulator = inhibits or activates purified firefly luciferase, miR-21 counter-screen; Potency, µM (doses to about 57.5 µM), for the others: top-dose activity change, negative = inhibition, hits mostly inhibitors; 360,000 tested, 6.9% active; AID 588342; purified FLuc, Km substrates, luminescence inhibition; P08659;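 note: potency is the fitted concentration of half-maximal effect; plate controls were vehicle for no effect and reference inhibitor for full effect; nearly all actives have a fitted effect of over 55% in size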
Target sequence (P08659 whole entry, looked up): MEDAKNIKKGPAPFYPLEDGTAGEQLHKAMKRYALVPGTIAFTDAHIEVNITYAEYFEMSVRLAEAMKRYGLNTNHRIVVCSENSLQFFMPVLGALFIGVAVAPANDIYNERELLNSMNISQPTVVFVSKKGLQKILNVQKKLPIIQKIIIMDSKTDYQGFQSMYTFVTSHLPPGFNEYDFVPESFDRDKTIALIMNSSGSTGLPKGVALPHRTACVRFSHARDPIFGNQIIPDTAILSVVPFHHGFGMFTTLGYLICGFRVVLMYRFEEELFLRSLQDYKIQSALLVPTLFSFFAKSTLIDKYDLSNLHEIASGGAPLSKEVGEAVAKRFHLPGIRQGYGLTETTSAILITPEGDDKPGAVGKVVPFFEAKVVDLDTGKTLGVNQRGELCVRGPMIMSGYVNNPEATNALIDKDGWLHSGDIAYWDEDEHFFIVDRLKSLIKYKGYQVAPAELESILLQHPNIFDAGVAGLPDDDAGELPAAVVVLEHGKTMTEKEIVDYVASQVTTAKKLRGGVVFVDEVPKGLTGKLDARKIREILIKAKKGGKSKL
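Biochemical qHTS of compounds, final roughly 60 µM downward over six points, against 10 nM purified firefly luciferase using Km concentrations of substrates (10 uM D-luciferin, 10 uM ATP) in Tris acetate pH 7.5 buffer; luminescence output.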
Rab9 prom act = activates the Rab9 promoter; Huh7 Rab9 promoter-luciferase reporter, luminescence, 24 h; Potency, µM (series often up to 9.22 µM), for the others: top-dose activation, negative = inhibition, actives largely listed as activators; 320,000 tested, 2.8% active; AID 485297; note: potency is the fitted concentration of half-maximal effect; % of control where 0% means no effect; nearly all actives have a fitted effect of over 60% in size
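Rab9 promoter-driven luciferase in stably transfected Huh7 cells; 1500 cells/well rested 2 h, exposed to compound in DMSO for 24 h at 37 °C, 5% CO2. Luminescence read 10 min after adding luciferase reagent at ambient temperature.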
* marks the source's active call; other numbers are inactive results; ? = inconclusive; · = not tested or not shown; & = joins results of further samples; [ ] = another dose, or the depositor's remark. Unless noted, calls come from the whole dose curve; as a rule, active = well fitted curve in the direction sought with a large enough effect; inconclusive = small, poorly fitted or top-dose-only effect, or another doubt; inactive = no such curve, though single readings can be large; an effect the other way counts as inactive or inconclusive.

SMILES | p53 reactivation | ELG1 genotoxic | Gal4-VP16 FLuc | BRCA1 expr up | RORgamma inh | ELG1 DNA repair | NPC1 promoter act | TRPV1 agonist | Tb PFK inh | FLuc modulator | Rab9 prom act
COc1ccc2c(c1)c(-c1csc(N)n1)c(C)n2C | -3% | 1% | -2% | -59% | -3% | 3% | 7% | 7 | 1% | -5% | 2%
Cc1ccc(SCc2c(C(=O)N/N=C/c3ccc4c(c3)OCO4)nnn2-c2nonc2N)cc1 | 3% | 1% | -10% | -12% | 29% | 1% | -1% | 5 | -2% | 0% | -3%
Cc1c(C(=O)OCc2ccc(F)cc2)sc2nc3n(c(=O)c12)CCC3 | -6% | 7% | · | 11% | · | 20% | 4% | -2 | -2% | 15µM* | 26%
COCCNC(=O)NC1(C(F)(F)F)Oc2ccc(Cl)cc2O1 (centres undefined) | -1% | 10% | ? | -60% | ? | 6% | -5% | 4 | -9% | 1% | -12%
CCOc1cccc(CN2CCCC(N3CCN(c4cccc(Cl)c4)CC3)C2)c1O (centres undefined) | ? | -15% | -16% | 9% | 4% | -22% | 2% | 8 | -16% | 4% | -2%
Cc1cc(NC(=O)CCN2CCN(C/C=C/c3ccccc3)CC2)ccc1Br | · | -16% | -12% | -56% | 20% | ? | 1% | 1 | 0% | -1% | -4%
Cc1cc(OCCOCCNC(C)C)cc(C)c1Cl | -3% | -4% | -2% | -70% | -21% | -7% | -7% | 9 | -3% | 11% | -6%
COc1cc(NC(=S)NCc2cccnc2)cc(OC)c1 | 0% | -3% | -7% | -16% | ? | 1% | 1% | ? | -4% | 11% | -1%
Cc1cc(SCC(=O)OC(C)C(=O)N(C)c2ccccc2)nc2ccccc12 (centres undefined) | -5% | -3% | · | -4% | · | -1% | 5% | -2 | -1% | 1% | -5%
CC1CCC(NC(=O)CCN2C(=O)C3CC=CCC3C2=O)CC1 (centres undefined) | 0% | 1% | · | -7% | · | 13% | · | · | -5% | · | ·
Cc1ccc2c(c1)N(CCC(=O)NCc1cccnc1)C(=O)CO2 | 3% | 0% | -1% | 4% | 0% | 0% | 2% | 0 | -6% | 10% | 3%
COc1ccc(C)cc1-n1nnnc1SCC1CCCO1 (centres undefined) | -1% | 1% | -3% | 2% | -3% | 4% | 1% | 7 | -2% | 0% | -6%
CCOC(=O)CCc1c(C)nc2cc(C3CCCN(C(=O)OC(C)(C)C)C3)[nH]n2c1=O (centres undefined) | -9% | -2% | -7% | -4% | -6% | 3% | 2% | 0 | 0% | 1% | -4%
Cc1ccc(S(=O)(=O)CCC(=O)NCCN2C(=O)S/C(=C/c3ccc(F)cc3)C2=O)cc1 | ? | 3% | -5% | 44% | ? | -4% | 9% | -3 | 4% | ? | 11%
O=C(Cn1ncc2c3ccccc3n(Cc3ccccc3)c2c1=O)NC1CCCC1 | 15% | 9% | 11% | -1% | -8% | -1% | -1% | 5 | 2% | 0% | 1%

Reprinted at random: two records from the list
SMILES | p53 reactivation | ELG1 genotoxic | Gal4-VP16 FLuc | BRCA1 expr up | RORgamma inh | ELG1 DNA repair | NPC1 promoter act | TRPV1 agonist | Tb PFK inh | FLuc modulator | Rab9 prom act
COc1cc(NC(=S)NCc2cccnc2)cc(OC)c1 | 0% | -3% | -7% | -16% | ? | 1% | 1% | ? | -4% | 11% | -1%
O=C(Cn1ncc2c3ccccc3n(Cc3ccccc3)c2c1=O)NC1CCCC1 | 15% | 9% | 11% | -1% | -8% | -1% | -1% | 5 | 2% | 0% | 1%

Other compounds
SMILES | p53 reactivation | ELG1 genotoxic | Gal4-VP16 FLuc | BRCA1 expr up | RORgamma inh | ELG1 DNA repair | NPC1 promoter act | TRPV1 agonist | Tb PFK inh | FLuc modulator | Rab9 prom act
CCOC(=O)c1sc(NC(=O)CCN2CC(C)OC(C)C2)c(C(=O)OCC)c1C (centres undefined) | 4% | -1% | -3% | · | -16% | 1% | -2% | 3 | 1% | 5% | -5%
Cc1ccc(Oc2ncccc2NC(=O)CC2(CC(=O)O)CCCC2)c2c1CCC2 | -2% | 1% | -6% | -15% | -59% | 11% | 1% | -5 | 1% | 0% | 0%
O=C(Cn1cnc2c(nnn2-c2ccccc2)c1=O)NCC1CCCO1 (centres undefined) | 2% | 1% | -5% | 20% | -23% | 4% | -1% | -2 | 1% | 2% | -6%
Cc1cccc(-n2c(SCC(=O)N3CCN(c4ccccn4)CC3)nnc2N2CCOCC2)c1 | -2% | -3% | · | -19% | · | -1% | 0% | -2 | -2% | 7% | -1%
COc1ccc(CN2CCN(Cc3ccc(Br)cc3)CC2)c(OC)c1OC | -1% | -9% | 1% | -36% | -4% | -12% | -3% | -5 | -9% | 2% | -17%
CCC(=O)Nc1ccc(NC(=O)c2cccc3ccccc23)cc1 | 3% | 3% | -14% | -2% | -14%[1.91 µM] | -2% | 3% | -1 | -2% | 4% | 5%
O=C(Cc1cc(=O)[nH][nH]1)N/N=C/C=C/c1ccccc1 | 5%&-11% | -14%&-3% | 3%&-18% | -1% | -19%&-25% | ? | -1%&2% | 9 | 5%&7% | -16%&-18% | 11%&-9%
Cc1nn(C)c2ncc(C(N)=O)c(Oc3cccnc3)c12 | -9% | 0% | -8% | 0% | -16% | 4% | 0% | 1 | -1% | 1% | -3%
c1ccc(CN2CCN(c3nc(NCc4ccco4)c4ccccc4n3)CC2)cc1 | 19% | -9% | ? | -76% | ? | ? | -3% | 0 | 0% | ? | -5%
Cc1nc2ccc(N=NC3=C(O)CCCC3=O)cc2s1 | 21% | ? | -27% | 25% | -37% | ? | 5% | -3 | 2% | 11µM* | -3%
COCCNC(=O)c1csc(Nc2cccc3ccccc23)n1 | -6% | -6% | 1% | -30% | 34% | -22% | -2% | 23 | -4% | -5% | 0%
CC(C)CCOC(=O)C(C)Sc1n[nH]c(=O)[nH]c1=O (centres undefined) | 0% | 3% | -3% | 9% | -17% | -1% | -1% | -1 | 2% | -2% | -18%
COc1ccc(-c2cn3cc(C)ccc3n2)cc1F | -9% | ? | 4µM* | 0% | 2µM* | ? | 0.35µM* | 16 | -12% | 0.24µM* | 0.35µM*
Cc1cc(-c2ccc(Cl)cc2)c(C#N)c(N)n1 | -3% | 1% | 5% | -3% | 7% | 14% | 0% | 0 | 0% | -2% | 11%
COc1ccc(CCNC(=O)CSc2ccc(-c3cccs3)nn2)cc1OC | 2% | -3% | 20% | 12% | -2% | -20% | -5% | -1 | -3% | 0% | -1%
CC1Cc2cc(/C(O)=C3/C(=O)C(=O)N(CCN4CCOCC4)C3c3ccc([N+](=O)[O-])cc3)ccc2O1 (centres undefined) | -2% | 3% | 0% | -2% | 14% | 19% | 1% | 2 | 1% | 0% | -1%
O=C(CSc1nnc(-c2cccnc2)o1)NNC(=O)c1ccc(Br)cc1 | 0% | 2% | -2% | 0% | 12% | 3% | -2% | -2 | 4% | 0% | -3%
Cc1cc2ncn(CCOc3ccccc3)c2cc1C | 23% | ? | -30% | ? | 13µM* | ? | ? | ? | 1% | 17µM* | 3.5µM*
CCNC(=S)N1CCc2ccccc2C1 | 1% | 0% | 18% | 5% | -28% | -13% | 1% | 6 | 1% | 1% | -10%
COc1cccc(Cn2c(=S)[nH]c3ccc(N4CCOCC4)cc3c2=O)c1 | 11% | 7% | 6.3µM* | 1% | 2.8µM* | -6% | 4% | 10 | -15% | 1% | 6%
Cc1cc(C)c2c(=O)[nH]n(C3CCOC(C)(C)C3)c2n1 (centres undefined) | 1% | -2% | 1% | -4% | ? | ? | 0% | 0 | 3% | ? | 5%
CCOC(=O)C1=C(C)N(C)C(=O)NC1c1cccc(O)c1 (centres undefined) | 12% | -1% | · | -13% | 6%[0.365 µM] | -10% | -11% | -1 | -4% | -2% | 0%
CCCOc1ccc(C(=O)NNC(=O)CCNC(=O)c2ccccc2Cl)cc1OC | 0% | 7% | · | -5% | · | ? | 0% | 0 | 0% | 5% | -6%
CN(CC(=O)NCCc1ccc(S(N)(=O)=O)cc1)CC(=O)Nc1ccc(F)c(F)c1F | -8% | -1% | · | -20% | · | 6% | · | · | -2% | · | ·
O=C1C2C3C=CC(C3)C2C(=O)N1c1ccc(Cc2ccncc2)cc1 (centres undefined) | 3% | -7% | 22µM* | -27% | -25% | -1% | -8% | 3 | -3% | -4% | -11%
CCCOc1ccc(N2C(=O)CC(N3CCC(C(=O)OCC)CC3)C2=O)cc1 (centres undefined) | 2% | 0% | -2% | 1% | 10% | -2% | -1% | 0 | 4% | 1% | -4%

Limited to p53 reactivation and Tb PFK inh (three entries from above):
compound,p53 reactivation,Tb PFK inh
COc1ccc(CN2CCN(Cc3ccc(Br)cc3)CC2)c(OC)c1OC,-1%,-9%
O=C(Cn1cnc2c(nnn2-c2ccccc2)c1=O)NCC1CCCO1 (centres undefined),2%,1%
Cc1nn(C)c2ncc(C(N)=O)c(Oc3cccnc3)c12,-9%,-1%

Source: PubChem
